From PubChem
proCasp3 act: activators of human procaspase-3; P42574; recombinant procaspase-3 D3A, Ac-DEVD-pNA absorbance 405 nm; activation, % at 8.5 µM; 330,000 compounds, 0.11% hits; AID 463141;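 active = activation above the mean of all tested compounds plus 3 SD, cut at about 21% in these data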;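 note: 0% = DMSO alone and 100% = DMSO wells spiked with extra 5 µM PC-3 D3A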
Target sequence (P42574 whole entry D9A/D28A/D175A): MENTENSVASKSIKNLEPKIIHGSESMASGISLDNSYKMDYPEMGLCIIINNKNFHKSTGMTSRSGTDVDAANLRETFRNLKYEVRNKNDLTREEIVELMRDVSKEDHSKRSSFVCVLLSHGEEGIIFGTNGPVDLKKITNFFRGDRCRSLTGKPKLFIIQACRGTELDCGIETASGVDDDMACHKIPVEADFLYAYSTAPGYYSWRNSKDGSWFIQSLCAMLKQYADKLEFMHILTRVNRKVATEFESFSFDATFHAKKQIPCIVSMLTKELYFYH
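assay system = Procaspase-3 D3A mutant | signal = absorbance at 405 nm, 0 and 120 min | times = 1 h preincubation plus 2 h reaction at 25 °C | repeats = single replicate | read-out = % activation between DMSO and enzyme-spiked controls | medium = Zinc-free HEPES saline buffer with Triton X-100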
proCasp7 act: counter-screen for procaspase-3 activators: activators of human procaspase-7. 330,000 compounds, 0.093% hits. recombinant procaspase-7, Ac-DEVD-pNA absorbance 405 nm; D23A/D198A/D206A triple mutant, cannot self-cleave; scale: DMSO 0, 5 µM enzyme 100. activation, % at 8.5 µM. P55210;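 active = percent activation above the screen-wide mean plus 3 SD, cut at about 25% in these data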
Target sequence (P55210 whole entry D23A/D198A/D206A): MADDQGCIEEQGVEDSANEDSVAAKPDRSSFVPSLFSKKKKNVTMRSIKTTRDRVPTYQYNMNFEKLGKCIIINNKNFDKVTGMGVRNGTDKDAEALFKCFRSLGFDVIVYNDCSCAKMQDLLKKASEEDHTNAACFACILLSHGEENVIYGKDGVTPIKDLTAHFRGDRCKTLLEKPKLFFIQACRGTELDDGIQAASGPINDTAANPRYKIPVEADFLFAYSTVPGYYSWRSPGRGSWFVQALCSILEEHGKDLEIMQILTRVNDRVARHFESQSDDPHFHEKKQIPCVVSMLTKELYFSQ
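System: Procaspase-7 triple mutant (PC-7 D3A); measure: % activation from two-timepoint absorbance difference, scaled to controls; times: 1 h compound preincubation, 2 h substrate cleavage, 25 °C; also added: Ac-DEVD-pNA substrate, 400 µM as added; measured by: Epi-absorbance of released pNA at 405 nm, two timepoints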
The depositor's hits bear a star. An excerpt (hit frequency here may not be typical).

SMILES | proCasp3 act | proCasp7 act
O=C(Cc1ccc(F)cc1)N[C@@H]1c2ccccc2CC[C@@H]1OCc1ccccc1 | 4.5 | -2.5
O=C(C[C@H]1C[C@H](C(=O)N2CCCCC2)[C@@]2(CCc3ccccc3)c3[nH]c4cc(-c5ccco5)ccc4c3CCN2C1=O)NCCC1=CCCCC1 | -5.8 | -11.4
CC[C@]12c3[nH]c4ccc(OC)cc4c3CCN1C(=O)C(CC(=O)NCc1ccco1)C[C@@H]2C(=O)N1CCN(C(=O)C2CC2)CC1 (stereo partly specified) | -2.0 | 10.9
CN(C)C(=O)CCc1ccc2c3c([nH]c2c1)[C@]1(C)[C@@H](C(=O)N2CCOCC2)C[C@H](CC(=O)NCc2ccco2)C(=O)N1CC3 | 7.5 | 1.4
CCN1C(=O)[C@H]2[C@H]3CN=C(SCc4ccc(C)cc4)N3[C@@](C)(C(=O)OC)[C@H]2C1=O | -6.4 | -7.3
CCCCCC1C(=O)C[C@@H]2CCN3C(=O)CCC[C@H]1[C@H]23 (stereo partly specified) | 9.3 | 10.9
COc1ccc(C2CC(c3ccccc3C(F)(F)F)=NN2c2ccc(S(N)(=O)=O)cc2)cc1 (stereo unspecified) | 34.8* | 23.8
CC(C)(C)OC(=O)N[C@H]1C=C[C@@H](OC(=O)CC(=O)OCC(F)(F)F)C1 | 1.3 | 6.9
COc1ccc(-c2c(C)cc3oc(=O)cc(-c4ccccc4)c3c2C)cc1F | -2.9 | 3.9
Cc1ccc(NC(=O)c2ncn(CC(=O)NCc3ccc4[nH]ccc4c3)n2)cc1C | -5.3 | 0.6

Single records (already shown). Screens in order: proCasp3 act, proCasp7 act
CN(C)C(=O)CCc1ccc2c3c([nH]c2c1)[C@]1(C)[C@@H](C(=O)N2CCOCC2)C[C@H](CC(=O)NCc2ccco2)C(=O)N1CC3 is listed with 7.5, 1.4
CCCCCC1C(=O)C[C@@H]2CCN3C(=O)CCC[C@H]1[C@H]23 (stereo partly specified) is listed with 9.3, 10.9
CCN1C(=O)[C@H]2[C@H]3CN=C(SCc4ccc(C)cc4)N3[C@@](C)(C(=O)OC)[C@H]2C1=O is listed with -6.4, -7.3
COc1ccc(-c2c(C)cc3oc(=O)cc(-c4ccccc4)c3c2C)cc1F is listed with -2.9, 3.9

(next part)
SMILES | proCasp3 act | proCasp7 act
CC[C@]1(C(=O)OC)[C@H]2C(=O)N(C)C(=O)[C@H]2[C@H]2CN=C(SCc3ccc(C)cc3)N21 | -4.5 | -3.8
CC[C@]1(C(=O)OC)[C@H]2C(=O)N(C)C(=O)[C@H]2[C@H]2CN=C(SCc3ccccc3)N21 | 2.6 | 9.8
COc1ccc(CC(=O)N[C@@H]2c3cc(OC)c(OC)cc3C[C@H]2O)cc1 | -6.1 | 5.1
COc1cc(OC)c2c(-c3ccccc3)cc(=O)oc2c1C(CCN1CCOCC1)c1ccc(N(C)C)cc1 (stereo unspecified) | -7.3 | -0.3
COc1ccc2[nH]c3c(c2c1)CCN1C(=O)C(CC(=O)NC/C=C(\C)CCC=C(C)C)C[C@H](C(=O)N2CCCCC2)[C@@]31C (stereo partly specified) | -6.5 | -1.0
COc1ccc(-c2noc(CCC(=O)N3CCN(c4ccc(F)cc4)CC3)n2)cc1 | 2.3 | -6.0
O=C(C[C@H]1C[C@H](C(=O)N2CCCCC2)[C@@]2(CCc3ccccc3)c3[nH]c4cc(-c5ccco5)ccc4c3CCN2C1=O)NCc1ccco1 | -3.4 | 1.3
COc1cc2c(cc1OC)[C@@H](NC(=O)CCc1ccccc1)[C@H](OCc1ccccc1)C2 | 4.4 | 1.0
COc1ccc2[nH]c3c(c2c1)CCN1C(=O)C(CC(=O)NCCN2CCOCC2)C[C@H](C(=O)N(C(C)C)C(C)C)[C@@]31C (stereo partly specified) | -1.7 | 2.5
O=S(=O)(c1ccccc1Br)N(Cc1ccccc1)CC(O)COCc1ccccc1 (stereo unspecified) | -2.0 | -1.0

Grouped by structure: the compounds so far containing fluorine
SMILES | proCasp3 act | proCasp7 act
O=C(Cc1ccc(F)cc1)N[C@@H]1c2ccccc2CC[C@@H]1OCc1ccccc1 | 4.5 | -2.5
COc1ccc(C2CC(c3ccccc3C(F)(F)F)=NN2c2ccc(S(N)(=O)=O)cc2)cc1 (stereo unspecified) | 34.8* | 23.8
CC(C)(C)OC(=O)N[C@H]1C=C[C@@H](OC(=O)CC(=O)OCC(F)(F)F)C1 | 1.3 | 6.9
COc1ccc(-c2c(C)cc3oc(=O)cc(-c4ccccc4)c3c2C)cc1F | -2.9 | 3.9
COc1ccc(-c2noc(CCC(=O)N3CCN(c4ccc(F)cc4)CC3)n2)cc1 | 2.3 | -6.0

The list continues.
SMILES | proCasp3 act | proCasp7 act
COc1ccc(-c2ccc(-c3cc(=O)oc4cc(OC)c(OC)c(OC)c34)cc2)cc1F | -11.6 | 6.3
Cc1ccc(C(C)C)c2oc(=O)cc(-c3ccc(-c4ccc(C(F)(F)F)cc4)cc3)c12 | -0.2 | 0.1
CC[C@]12c3[nH]c4ccc(Cl)cc4c3CCN1C(=O)[C@@H](CC(=O)NCCC1=CCCCC1)C[C@@H]2C(=O)N1CCN(C(=O)C2CC2)CC1 | -3.0 | 5.8
CCOC(=O)C1(CC)Oc2ccccc2C(c2ccc(OC)cc2)=C1C(=O)OC (stereo unspecified) | -0.4 | -5.7
CN=C1N(C)C[C@@H]2[C@@H]3C(=O)N(Cc4ccccc4)C(=O)[C@@H]3[C@](Cc3ccccc3)(C(=O)OC)N12 | 4.9 | -0.5
C[C@@H]1C(c2ccc(F)cc2)=NN(c2ccccc2)[C@H]1C(=O)N1CCOC1=O | 3.9 | 7.0
CC[C@]1(C(=O)OC)[C@H]2C(=O)N(C)C(=O)[C@H]2[C@H]2CN=C(SCC3CC3)N21 | 5.4 | 7.8
COC(=O)[C@@]1(C)[C@H]2C(=O)N(C)C(=O)[C@H]2[C@H]2CN=C(SCc3ccc(C#N)cc3)N21 | -2.4 | 4.5
COc1cc2c(c(OC)c1OC)C(c1ccccc1C)CC(=O)O2 (stereo unspecified) | -4.5 | -8.4
O=C1OCCN1C(=O)[C@H]1[C@H](c2ccccc2)C(c2cccc(Cl)c2)=NN1c1ccc(Br)cc1 | 17.1 | 18.4
CC(C)N(C(=O)[C@H]1C[C@H](CC(=O)NCCC2=CCCCC2)C(=O)N2CCc3c([nH]c4cc(-c5ccco5)ccc34)[C@]12C)C(C)C | -12.8 | -2.3
CCOC(=O)C1=C(C)N(C[C@@H]2CC[C@@H](Cc3ccc(-c4ccccc4)cc3)O2)C(=O)NC1c1ccc(C(F)(F)F)cc1 (stereo partly specified) | 2.1 | 4.4
CC[C@]12c3[nH]c4cc(CCC(=O)N(C)C)ccc4c3CCN1C(=O)[C@@H](CC(=O)NCCC1=CCCCC1)C[C@@H]2C(=O)N1CCN(C(=O)C2CC2)CC1 | -0.3 | 5.4
O=C(NC1C/C=C\C(c2ccccc2)N(c2ccccc2)C(=O)C1)OCC1c2ccccc2-c2ccccc21 (stereo unspecified) | -5.1 | -12.1
O=S(=O)(c1ccccc1Br)N(CC(O)COCc1ccccc1)C1CC1 (stereo unspecified) | -7.9 | 2.5
CCOC(=O)C1=CN(Cc2cccc(-c3ccc(F)cc3)c2)S(=O)(=O)N(C)C1C (stereo unspecified) | 6.2 | 15.7
CC[C@]1(C(=O)OC)[C@H]2C(=O)N(Cc3ccccc3)C(=O)[C@H]2[C@H]2CN=C(SCc3ccc(C#N)cc3)N21 | -0.5 | 3.0
O=C(Cc1ccccc1)N[C@@H]1c2ccccc2CC[C@@H]1OCc1ccccc1 | -1.4 | -2.2
CCOC(=O)C1=CN(CC)S(=O)(=O)NC1c1ccc2ccccc2c1 (stereo unspecified) | 1.8 | 19.7
C[C@@H]1C(c2cccc(Cl)c2)=NN(c2ccccc2)[C@H]1C(=O)N1CCOC1=O | 6.9 | 30.3*
O=C1C[C@H]2CCCCC(=O)N3CC[C@@H](C1)[C@@H]23 | -0.3 | -8.2
COc1cc(OC)c2c(-c3cccc(-c4cccc(C)c4)c3)cc(=O)oc2c1 | 1.0 | 15.3
CC[C@]12c3[nH]c4ccc(Cl)cc4c3CCN1C(=O)[C@@H](CC(=O)NCc1ccc(OC)c(OC)c1)C[C@@H]2C(=O)N1CCN(C(=O)c2ccco2)CC1 | 0.7 | -1.7
COC(=O)[C@H](CC(C)C)N1Cc2cc(OC)cc(OC)c2-c2ccccc2S1(=O)=O | 0.8 | 4.5
Cc1ccc(NC(=O)c2ncn(CC(=O)N[C@H](C)c3cccc4ccccc34)n2)cc1C | -1.5 | -6.5
CCN1C[C@@H]2[C@@H]3C(=O)N(Cc4ccccc4)C(=O)[C@@H]3[C@](C)(C(=O)OC)N2C1=NC1CCCCC1 | 3.9 | 11.4
C[C@]12c3[nH]c4ccc(Cl)cc4c3CCN1C(=O)[C@@H](CC(=O)NCC13CC4CC(CC(C4)C1)C3)C[C@@H]2C(=O)N1CCCCC1 | 1.3 | 8.1
NS(=O)(=O)c1ccc(N2N=C(c3ccccc3)CC2c2cccc(Br)c2)cc1 (stereo unspecified) | 29.0* | 32.0*
O=C(C[C@H]1C[C@H](C(=O)N2CCCCC2)[C@@]2(CCc3ccccc3)c3[nH]c4cc(-c5ccco5)ccc4c3CCN2C1=O)NCc1cccc(C(F)(F)F)c1 | -4.7 | -7.4
O=C(C[C@H]1C[C@H](C(=O)N2CCCCC2)[C@@]2(CCc3ccccc3)c3[nH]c4ccc(Cl)cc4c3CCN2C1=O)NCCC1=CCCCC1 | 1.4 | 8.5
COc1cc(C2CC(=O)Oc3cc(O)ccc32)cc(OC)c1OC (stereo unspecified) | -1.9 | 7.2
Nc1ncnc2c1ncn2[C@@H]1O[C@H](CNCc2cccc(C#Cc3ccccc3)c2)[C@@H](O)[C@H]1O | -0.8 | -6.6
CCN1C(=O)[C@H]2[C@H]3CN=C(SCC4CC4)N3[C@@](Cc3ccccc3)(C(=O)OC)[C@H]2C1=O | -9.9 | 2.7
CN(C)CCCNC(=O)C[C@H]1C[C@H](C(=O)N2CCCCC2)[C@@]2(C)c3[nH]c4cc(CCC(=O)N(C)C)ccc4c3CCN2C1=O | -2.3 | 8.4
CCOC(=O)C1C(C(=O)OC)=C(c2ccc(OC)cc2)c2ccccc2N1S(=O)(=O)C(F)(F)F (stereo unspecified) | -5.8 | 5.7
CC[C@@H]1C(c2ccccc2)=NN(c2ccccc2)[C@H]1C(=O)N1CCOC1=O | -9.2 | -7.1
CCOC(=O)c1ccc(-c2c(C)cc3oc(=O)cc(-c4ccccc4)c3c2C)cc1 | 4.7 | -2.7
COCCCNC(=O)C[C@H]1C[C@H](C(=O)N2CCCCC2)[C@@]2(C)c3[nH]c4ccc(Cl)cc4c3CCN2C1=O | 6.9 | -2.7
CC(C)=CCC/C(C)=C/CNC(=O)C[C@H]1C[C@H](C(=O)N2CCOCC2)[C@@]2(C)c3[nH]c4cc(-c5ccco5)ccc4c3CCN2C1=O | -5.8 | -8.3
COc1cc2c(cc1OC)[C@@H](NC(=O)c1ccc(C(F)(F)F)cc1)[C@H](OCc1ccccc1)C2 | -6.3 | -12.1
CCN([C@H](CO)C(C)C)S(=O)(=O)c1ccccc1Br | -4.9 | -2.7
CC[C@]12c3[nH]c4ccc(Cl)cc4c3CCN1C(=O)[C@@H](CC(=O)NC/C=C(\C)CCC=C(C)C)C[C@@H]2C(=O)N1CCN(C(=O)c2ccco2)CC1 | 7.7 | 16.8
O=C1OCCN1C(=O)[C@H]1[C@H](c2ccccc2)C(c2ccccc2)=NN1c1ccccc1 | -5.6 | -4.4
Cn1c2ccccc2c2c(=O)oc3ccccc3c21 | 2.1 | -5.2
Cc1ccc(-c2c(C)cc3oc(=O)cc(-c4ccccc4)c3c2C)cc1 | -6.4 | -5.1
